# MITF act: MITF TRPM1 promoter activation in melanoma cells; SK-MEL-5 TRPM1-promoter luciferase, 24 h; % of positive control, neutral wells = 0; activation, % at 12.5 µM; actives 0.75% (n = 300,000);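 active = mean activation of at least 80% with every replicate also reaching 80%; inconclusive = mean reaches 80% but some replicate falls short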;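 also: 0% = neutral control wells and 100% = parthenolide positive control wells; values of inactives mirror those of a sister screen read the other way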
# CDK5 inh: inhibitors of human CDK5/p35 kinase; Q00535+Q15078; Recombinant CDK5/p35, ADP-Glo luminescence, 60 min; inhibition, % at 10 µM; actives 0.01% (n = 330,000);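 active = highest replicate inhibition of at least 50% and at least 75% of replicates reaching 50%; inconclusive = only one of the two criteria met; inactive = both criteria failed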;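 also: plate controls were DMSO neutral control for no effect and GW8510 at 10 µM for full effect; many of its hits are not listed in these tables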
# SR-BI HDL uptake: blocks mouse SR-BI lipid uptake from DiI-HDL; ldlA[mSR-BI] CHO cells, DiI-HDL uptake fluorescence, 3 h; actives 0.96% (n = 320,000); Q61009; inhibition, % at 12.5 µM;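 active = mean replicate inhibition of at least 70% and a set share of replicates each scoring 70 or more; inconclusive = meets just one of the two criteria; inactive = fails both criteria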;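 also: 0% = median of neutral control wells and 100% = median of positive control wells; values of inactives mirror those of a sister screen read the other way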
# Target sequence (Q61009 whole entry, looked up): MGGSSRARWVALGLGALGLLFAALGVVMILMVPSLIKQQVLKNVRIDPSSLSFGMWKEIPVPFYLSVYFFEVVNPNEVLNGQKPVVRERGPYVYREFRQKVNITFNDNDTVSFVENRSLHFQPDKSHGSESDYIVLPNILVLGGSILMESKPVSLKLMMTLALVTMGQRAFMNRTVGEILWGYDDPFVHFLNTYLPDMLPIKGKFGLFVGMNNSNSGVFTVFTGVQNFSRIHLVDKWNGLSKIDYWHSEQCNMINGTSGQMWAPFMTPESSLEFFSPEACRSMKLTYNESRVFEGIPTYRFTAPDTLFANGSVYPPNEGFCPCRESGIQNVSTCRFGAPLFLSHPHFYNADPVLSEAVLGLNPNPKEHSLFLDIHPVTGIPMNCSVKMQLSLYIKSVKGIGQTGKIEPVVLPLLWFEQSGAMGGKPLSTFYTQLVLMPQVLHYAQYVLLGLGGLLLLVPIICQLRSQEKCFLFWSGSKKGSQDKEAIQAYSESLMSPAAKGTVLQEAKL
# SR-BI DiI-HDL act: enhances SR-BI lipid uptake from DiI-HDL. CHO ldlA[mSR-BI] cells, DiI-HDL uptake fluorescence, 3 h; 100 = double the neutral-control signal. activation, % at 12.5 µM. actives 0.096% (n = 320,000);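 active = mean replicate activation of at least 60% and every replicate at or above 60%; inconclusive = mean or all-replicate condition met, but not both; inactive = mean below 60% and not all replicates reaching 60%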;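 also: 0% = median plate neutral-control signal and 100% = twice that signal; values of inactives mirror those of a sister screen read the other way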
#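 Material: SR-BI-overexpressing, LDLR-lacking CHO cells | Dosing: Single compound concentration, delivered by pin transfer | Probe or stimulus: Labelled HDL, 10 µg/mL | Signal: Bottom-read cell fluorescence after medium removal, ex 550/em 595 nm | Schedule: 3 h, 37 °C | Evaluation: HDL uptake via cellular fluorescence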
# PvdQ inh: P. aeruginosa PvdQ acylase inhibition | inhibition, % at 10 µM | actives 0.063% (n = 340,000) | purified PvdQ acylase, fluorescence plate reader; in the data active = inhibition above about 30%, passing the limit was not always enough; inconclusive = no clear call, values can overlap the other calls;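 also: 0% = vehicle neutral wells and 100% = reference inhibitor wells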
# Rtt109 Vps75: C. albicans Rtt109 histone acetyltransferase inhibition | purified Rtt109/Vps75, ThioGlo CoA-SH fluorescence, 4 h | AID 540336 | actives 0.16% (n = 330,000) | Q5AAJ8 | inhibition, % at 34.9 µM;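 active = inhibition of at least 50% in every replicate; inconclusive = best replicate reaches 50% inhibition but some replicates fall short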
# Wnt bcat act: Wnt/beta-catenin pathway activation. Wnt/beta-catenin reporter cell assay, activator, plate reader. activation, % at 9.35 µM. actives 1.2% (n = 300,000); in the data active = activation above about 30%, passing the limit was not always enough; inconclusive = no clear call, values can overlap the other calls;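 also: 0% = neutral control wells and 100% = positive control wells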
# dFosB act: activators of mouse delta FosB homodimer; actives 0.99% (n = 340,000); activation, % at 25 µM; P13346; purified delta FosB, TAMRA-CDK5 oligo fluorescence polarization; percent of positive-control signal above neutral wells;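 active = mean activation above about 17%, with every replicate also reaching it, limit read from the data, passing the limit was not always enough; inconclusive = only one of the two conditions met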;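 also: fluorescence polarization rise as delta FosB binds a TAMRA Cdk5 AP-1 oligo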
# Target sequence (P13346 whole entry, looked up): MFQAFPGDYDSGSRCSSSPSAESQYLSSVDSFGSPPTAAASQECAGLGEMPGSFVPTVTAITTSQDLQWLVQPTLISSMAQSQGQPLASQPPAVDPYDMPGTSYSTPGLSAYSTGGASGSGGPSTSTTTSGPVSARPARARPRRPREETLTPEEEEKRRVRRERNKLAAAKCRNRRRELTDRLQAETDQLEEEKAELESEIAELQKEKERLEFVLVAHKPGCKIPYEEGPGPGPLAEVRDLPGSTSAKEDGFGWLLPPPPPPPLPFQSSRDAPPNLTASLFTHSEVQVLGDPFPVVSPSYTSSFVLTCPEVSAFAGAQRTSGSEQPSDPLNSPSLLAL
# HTR5A ag: counter-screen for OPRM1-OPRD1 agonists: human HTR5A agonism; AID 504692; actives 0.61% (n = 340,000); HTR5A agonist assay, luminescence, cell-based; P47898; activation, % at 9.3 µM; in the data active = activation mostly above about 9.5%, no sharp cut-off; inactive = mostly below about 7.6%;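 also: 0% = cells with vehicle only and 100% = reference agonist; strong numbers were not always called active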
# cardiac RTF act: increases calcium sensitivity of human cardiac regulated thin filaments | actives 0.24% (n = 340,000) | IANBD-labeled TnC RTF fluorescence at EC20 calcium; 0% EC20 calcium, 100% full calcium | activation, % at 7.2 µM | AID 493008 | P19429+P45379;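 active = activation above the mean over all tested compounds plus 3 SD, cut at about 30% in these data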;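 also: rise in fluorescence read as greater calcium sensitivity of cardiac thin filaments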
# The depositor's hits bear a star; ? = inconclusive; · = not tested or not shown.
Structure	MITF act	CDK5 inh	SR-BI HDL uptake	SR-BI DiI-HDL act	PvdQ inh	Rtt109 Vps75	Wnt bcat act	dFosB act	HTR5A ag	cardiac RTF act
CC1Cc2ccccc2N1S(=O)(=O)c1cccc(C(=O)NCc2ccco2)c1 (stereo not drawn)	21	-1.3	-2	2	-6	9	-1	-15	-2	3
Cc1ccc(NC(=S)NC2CCSc3ccccc32)cc1 (stereo not drawn)	10	0.7	10	-10	17	2	3	-9	6	-2
Cc1ccc(C2=NN(C(=O)c3ccccc3F)C(c3ccccc3F)C2)cc1 (stereo not drawn)	-5	-0.8	22	-22	-6	10	-1	-2	1	-3
COc1ccc2c(c1)C(c1cccs1)=NNC(c1cccnc1)=N2	3	0.7	-14	14	-1	-7	-2	-7	8	4
COC(=O)Cn1c(C)nc2ccccc21	-7	-2.0	-5	5	-16	-15	·	5	-4	-1
CC(=O)Nc1ccc(OCCOc2ccc(/C=C3\C(=N)N4N=C(C)SC4=NC3=O)cc2)cc1	-8	-2.2	27	-27	26	9	1	2	-1	-2
COc1ccc(Cc2nc3c4c(ncn3n2)Oc2ccc3ccccc3c2C4c2ccc(OC)c(OC)c2)cc1 (stereo not drawn)	-16	1.2	-29	29	2	-1	·	10	0	-7
Cc1nnc(NC(=O)c2cccc(Br)c2)s1	·	0.6	17	-17	-12	-1	-2	-4	4	8
Cc1cc(C)cc(C(=O)N2CCN=C2c2ccccc2)c1	1	-0.6	4	-4	-1	11	3	-4	0	-1
Cc1cccc(C(=O)Oc2ccc(/C=N/NC(=O)c3cc(O)cc(O)c3)cc2)c1	3	-2.8	24	-24	-6	1	1	-12	3	1
COCc1c(C(=O)NC2CCCCCC2)oc2ccccc12	0	-1.5	10	-10	-14	-11	-3	-7	0	-6
COc1nc(Cc2ccc(Cl)cc2)nc2ccccc12	1	0.8	-5	5	-6	0	·	-4	-4	-3
COc1ccc(OC)c(NC(=O)CCN2CCCC(C)C2)c1 (stereo not drawn)	-2	3.9	4	-4	0	-2	0	-2	11	6
Nc1ccccc1Oc1c(F)c(F)c(Oc2ccccc2N)c(F)c1F	5	0.0	5	-5	0	-10	·	5	2	-4
Cc1cc(C(=O)COC(=O)c2ccc(Br)o2)c(C)n1C	111*	-2.4	-14	14	-6	-5	17	-9	2	-1
C=CCC[C@H](Cc1ccc(F)cc1)C(=O)OC[C@@H](Cc1c[nH]c2ccccc12)NC(=O)[C@H](CC=C)CC(=O)NCCO	-2	-0.6	15	-15	-8	-11	-6	-8	5	-2
COCCn1c(SCCN2CCCCC2)nc2ccccc2c1=O	·	-0.3	19	-19	2	7	·	1	-3	-1
O=S(=O)(c1cccs1)N1CCN(CC(O)COC2CCCc3ccccc32)CC1 (stereo not drawn)	-9	0.5	15	-15	-14	8	0	-4	-2	11
COc1ccccc1/C=C/CN1CCCC(CCC(=O)NCc2ccc(F)c(F)c2)C1 (stereo not drawn)	23	-0.4	50	-50	-17	1	-3	0	0	0
Cc1ccc(-c2nnn(CC(=O)N(CCN3CCOCC3)C(C(=O)NC(C)(C)C)c3ccco3)n2)cc1 (stereo not drawn)	4	0.8	-7	7	-6	-4	-11	-11	0	-2
CC(=O)N(C)c1ccc(NC(=O)Cc2cccc3ccccc23)cc1	-3	1.9	-3	3	-1	9	1	0	4	-1
CCNc1nc(N)nc(Oc2ccc(C(=O)OC)cc2)n1	87*	-0.2	5	-5	-15	0	18	-2	1	3
COc1ccc(NC(=O)/C(=C/c2ccc(OC(C)=O)c(OC)c2)NC(C)=O)cc1	7	-7.0	-3	3	-11	-1	0	-8	-3	3
CSc1nnnn1-c1ccc(C(=O)O)cc1	-3	3.2	-17	17	-11	-5	·	1	2	3
CSCC[C@H](NC(=O)C1CCN(C(=O)[C@@H](N)Cc2ccccc2)CC1)C(=O)O	-5	-0.3	-7	7	-13	8	0	-1	1	-2
Cc1cc(=O)oc2ccc(OCC(=O)N3CCc4ccccc43)cc12	5	0.9	78*	-78	-14	6	·	-7	-2	3
CCN1C(=O)[C@H]2[C@H]3CN=C(SCc4ccc(C#N)cc4)N3[C@@](Cc3ccccc3)(C(=O)OC)[C@H]2C1=O	17	0.6	·	·	-11	5	-1	-1	2	1
CC1CC(CC(=O)NC(=S)Nc2ccccc2Cl)C(=O)O1 (stereo not drawn)	10	-5.9	-14	14	-2	-4	·	-10	-6	8
CCOC(=O)N1CCN(C(=O)/C(=C/c2ccc(OC)c(OC)c2)NC(=O)c2ccccc2)CC1	-11	1.0	-15	15	-7	-2	-1	5	4	2
COc1ccccc1N1C(=O)S/C(=C\c2cc(C)n(C)c2C)C1=O	66	-2.1	22	-22	-4	·	27	-6	-2	-2
COCCSc1nnc(NC(=O)C2CC(=O)N(c3ccc(OC)cc3)C2)s1 (stereo not drawn)	-1	-1.5	-17	17	-14	-6	-1	2	9	-3
O=c1c2cc(N3CCOCC3)ccc2[nH]c(=S)n1CCCN1CCCC1	·	-1.5	5	-5	-6	-96	-3	-9	-1	-2
Cc1ccc(C)n1-c1ccsc1C(=O)CC#N	4	-3.4	-9	9	3	-9	-1	-3	0	0
CCC(=O)Nc1c(C(=O)N2CCN(c3ccccn3)CC2)cnn1-c1ccc(Cl)cc1	-6	·	-1	1	-3	0	·	-3	4	-3
O=C(NCCCNCCCNC(=O)c1ccccn1)c1ccccn1	-3	1.2	13	-13	-13	-7	-2	-2	-2	3
CC(=O)Nc1ccc(S(=O)(=O)NNC(=O)CCc2ccccc2)cc1	-5	-1.0	·	·	-12	9	4	-6	-3	-3
OC(Cn1cncn1)c1ccc(Cl)cc1Cl (stereo not drawn)	·	-0.7	0	0	-8	5	-1	0	2	0
CCCC1(C(=O)OCC)NC(c2ccc(N(C)C)cc2)C2C(=O)N(c3ccccc3)C(=O)C21 (stereo not drawn)	7	-1.5	-3	3	-18	-1	2	-17	7	1
O=C(Nc1ccccc1)c1cccnc1N1CCOCC1	·	-0.9	-7	7	15	-10	·	-2	1	4
C/C(=N\N1CCN(Cc2ccc(C)cc2)CC1)c1ccco1	4	-0.6	54	-54	5	3	-2	6	3	-4
O=C(c1cn(-c2ccccc2)nc1-c1cccnc1)N1CCN(S(=O)(=O)c2ccccc2F)CC1	-3	-4.8	-1	1	-4	-1	-3	-13	6	0
COc1ccc(C(=O)N2CCNC(=O)C2CC(=O)Nc2cccc(Cl)c2Cl)cc1 (stereo not drawn)	-1	-3.4	7	-7	-5	-1	0	-4	-10	0
O=C(CCC(=O)OCC(=O)c1ccc(Br)cc1)NC1CCCCC1	9	0.0	-9	9	-12	-10	-8	-6	2	2
COc1cc2ccccc2cc1C(=O)NC1CCCC1	12	0.9	34	-34	-7	0	5	1	5	2
Cc1cc(C)nc(NC(=O)CSc2nc3ccccc3s2)n1	42	0.8	-26	26	-2	3	0	-7	0	-3
CCc1nnc(NC(=O)CSc2nnc(Cc3cc(=O)[nH]c(=O)[nH]3)n2-c2cccc(OC)c2)s1	2	-1.1	-13	13	-10	-1	·	-3	-3	1
C=CCNc1ncnc2c1cnn2-c1ccc(Cl)cc1	·	-0.2	13	-17	-10	-5	?	0	-5	3
CCOc1ccc2ccccc2c1C1NC(=O)N(C)C(C)=C1C(=O)OCCOC (stereo not drawn)	8	-1.4	-14	14	-2	-13	1	13	-3	0
C=CCNC(=O)N1C2=NC(C(=O)OC)=C(C(=O)OC)[C@@H]3N(Cc4ccccc4)c4ccccc4[C@]23C[C@H]1C(=O)OC	-1	-0.8	-16	16	-4	-2	-4	-6	3	-12
N=c1n(-c2ccccc2)c(O)cc(=O)n1-c1ccccc1	-13	0.2	-18	18	-12	-2	-2	-6	-3	8
Cc1ccc(C(=O)NCc2ccc(F)cc2)s1	·	0.8	7	-7	-15	12	5	-2	0	-1
CC(C)NC(=O)C(C)n1cccc1C(=O)c1ccccc1 (stereo not drawn)	-3	-0.3	-10	10	-17	4	·	0	-1	5
CCOC(=O)CNC(=O)Nc1nnc(-c2ccc(OCC)cc2)o1	9	0.1	0	0	-5	-8	3	-3	-2	-3
Cc1ccc(F)c([C@H]2[C@@H]3C=CCC[C@@]3(C)C(=O)N2Cc2ccccc2)c1	22	-0.6	0	0	3	-17	-1	2	0	0
CCOc1ccc(C(C)=O)cc1COC(=O)CCc1cc(OC)c(OC)c(OC)c1	-4	1.7	·	·	-15	-2	-2	-4	7	0
C=CCOc1ccc(CNCCc2ccc(S(N)(=O)=O)cc2)cc1	1	0.6	-11	11	5	5	-1	5	1	-9
CC(=O)c1c[nH]c(C(=O)NCc2cccc(C(F)(F)F)c2)c1	-3	-0.3	16	-16	-3	-9	1	0	2	-3
O=C(CN1CCN(c2ccc(F)cc2)CC1)c1ccc2c(c1)OCO2	-6	-2.0	12	-12	4	21	·	-5	-3	-3
COC(=O)c1cn(C(C)C(=O)NCc2ccco2)c2ccccc12 (stereo not drawn)	·	0.3	7	-7	-11	-16	3	-1	-1	2
COc1ccc(S(=O)(=O)NC2CCCCC2)cc1C(=O)N1CCCCC1	1	-0.1	-16	16	7	2	1	-7	0	2

# The listing continues.
Structure	MITF act	CDK5 inh	SR-BI HDL uptake	SR-BI DiI-HDL act	PvdQ inh	Rtt109 Vps75	Wnt bcat act	dFosB act	HTR5A ag	cardiac RTF act
Cc1cc(NC(=O)CCCS(=O)(=O)c2nc(-c3cccs3)cc(C(F)(F)F)n2)no1	-95	-1.0	27	-27	0	-16	-26	-6	-3	1
CCN(CC)CCCNC(=S)N1CCn2c(nc3ccccc32)C1	7	-0.9	-8	8	-4	-6	·	-5	·	-3
Cc1cc(N2CCOCC2)nc(-c2ccc([N+](=O)[O-])cc2)n1	26	-0.7	56	-56	-6	-1	1	1	-1	-3
O=C(/C=C/c1cccc(Cl)c1)Nc1ccncc1	45	0.5	24	-24	-10	4	·	-18	5	-3
COC(=O)c1ccc(NC(C)=O)o1	4	0.3	-7	7	6	11	·	1	2	-4
O=C(/C=C/c1cccs1)N1CCC2(CC1)Oc1ccc(F)cc1C(=O)C21CC(c2ccc(Cl)cc2)=NO1 (stereo not drawn)	9	-8.1	20	-20	-15	9	1	5	1	1
CC1CCCN(Cc2nc3c(c(=O)n(C)c(=O)n3C)n2Cc2c(F)cccc2Cl)C1 (stereo not drawn)	·	-2.3	-29	29	0	-4	-5	0	-5	-3
Cc1cc(C)n2nc(SCC#N)nc2n1	0	0.2	-17	17	-5	2	0	1	-1	2
O=S(=O)(Nc1cccc2ncccc12)c1cccc(C(F)(F)F)c1	·	3.7	-8	8	-1	-5	2	0	-3	0
